Pin1 inh: human Pin1 inhibition | AID 504891 | Pin1 FP peptide displacement, HiFluor488, 10 min | actives 0.009% (n = 390,000) | Potency, µM (titrated, usually from 115 µM), for the others: at the highest dose activity, negative = inhibition, hits mostly inhibitors | Q13526; active means well fitted inhibition curve with a large enough effect in the polarisation, with a control signal flat, not every such curve was filed as active; inconclusive means small, poorly fitted or top-dose-only effect, or effect the other way, or a change in a side signal; inactive means no such curve, though single readings can be large or run the other way; the % refers to the polarisation; further: potency means the concentration at half of the fitted maximal effect; on the % scale 0 is the no-effect control and ±100 the full control effect
Target sequence (Q13526 whole entry, looked up): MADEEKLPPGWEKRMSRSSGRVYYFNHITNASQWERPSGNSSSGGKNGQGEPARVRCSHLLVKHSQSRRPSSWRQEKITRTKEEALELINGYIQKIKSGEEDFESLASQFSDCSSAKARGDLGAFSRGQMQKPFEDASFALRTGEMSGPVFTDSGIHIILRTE
PI4K2A block: blocks human PI4K2A kinase activity; purified PI4K2A, ADP-Glo luminescence, 1 h; active compounds read low; activity change, negative = inhibition, % at 76.9 µM; actives 0.13% (n = 420,000); AID 1346378; in the data active means activity change below about -50%; inconclusive means mostly about -30% to -49%;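 further: -100% = wells without enzyme as full effect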
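ADP-Glo luminescence measured ADP generated by PI4K2A enzyme (4 ug/mL before mixing) with 1.2 mM PI substrate (pre-mix) and 300 microM ATP (pre-mix). Tris pH7.5 buffer with MgCl2, Triton X-100; 1 h reaction at ambient temperature.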
GLS inhibitor: blocks human kidney-isoform glutaminase activity | O94925 | GLS enzymatic activity, qHTS titration | Potency, µM (doses to about 45.5 µM), for the others: at the highest dose activity change, negative = inhibition, most hits filed as inhibitors | actives 0.21% (n = 410,000) | AID 624170; further: potency means the concentration at half of the fitted maximal effect; on the % scale 0 is the no-effect control and ±100 the full control effect
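Assay buffer: 45 mM KH2PO4 pH 8.2, 0.02% Tween-20. hKGA acts on L-glutamine (1 mM solution added); product glutamate is reported by an oxidase/peroxidase Amplex Red coupling, with fluorescence taken at baseline and 30 min.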
rTrxR1 inhibitor: blocks rat thioredoxin reductase 1; actives 1% (n = 390,000); AID 588453; Potency, µM (highest dose often 114 µM), for the others: at the top dose activity change, negative = inhibition, most hits filed as inhibitors; recombinant rTrxR1, NADPH fluorescence consumption, selenite substrate; further: potency means the concentration at half of the fitted maximal effect; on the % scale 0 is the no-effect control and ±100 the full control effect; nearly all actives have a fitted effect of over 65% in size
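Rat TrxR1 (90 nM in the dispensed reagent) was pre-reduced with 400 uM NADPH for 5 min at room temperature, then incubated with compound for 15 min. After 400 uM selenite was added, NADPH fluorescence (Ex 340/Em 450 nm) was followed for 8 min.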
Tb PGK inh: T. brucei PGK inhibition; PGK/GAPDH coupled, Kinase-Glo luminescence, 60 min; Potency, µM (top dose mostly 57.5 µM), inactives show at the highest dose activity change, negative = inhibition, hits mostly inhibitors; actives 0.043% (n = 380,000); further: potency means the concentration at half of the fitted maximal effect; on the % scale 0 is the no-effect control and ±100 the full control effect; nearly all actives have a fitted effect of over 60% in size
Target sequence (P07378 whole entry, looked up): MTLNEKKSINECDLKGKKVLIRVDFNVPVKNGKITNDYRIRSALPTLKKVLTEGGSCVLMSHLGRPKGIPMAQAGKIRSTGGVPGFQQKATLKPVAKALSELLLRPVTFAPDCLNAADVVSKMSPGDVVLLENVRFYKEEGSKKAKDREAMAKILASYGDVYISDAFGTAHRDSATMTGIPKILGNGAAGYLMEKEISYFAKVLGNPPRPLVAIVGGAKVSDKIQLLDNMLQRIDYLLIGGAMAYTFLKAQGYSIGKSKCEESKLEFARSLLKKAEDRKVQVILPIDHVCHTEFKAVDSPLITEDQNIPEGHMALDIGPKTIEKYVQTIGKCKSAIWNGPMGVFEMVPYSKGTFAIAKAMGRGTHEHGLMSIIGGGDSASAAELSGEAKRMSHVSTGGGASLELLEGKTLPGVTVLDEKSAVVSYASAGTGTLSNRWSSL
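Recombinant glycosomal PGK reaction used 1,3-bisphosphoglycerate generated in-well by GAPDH (100nM final) in 100mM TEA pH 7.6, 5mM MgCl2, 0.01% Tween-20. After 60 minutes at room temperature, ATP was read by Kinase-Glo Plus luminescence end-point.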
mIDH1 inhibitor: human IDH1 R132H inhibition; AID 602179; actives 0.093% (n = 390,000); O75874; Potency, µM (top dose mostly 76.6 µM), inactives show at the top dose activity change, negative = inhibition, hits mostly inhibitors; IDH1-R132H enzyme, NADPH consumption, diaphorase/resazurin fluorescence; further: potency means the concentration at half of the fitted maximal effect; on the % scale 0 is the no-effect control and ±100 the full control effect; nearly all actives have a fitted effect of over 65% in size
Target sequence (O75874 whole entry R132H, stated change not applied): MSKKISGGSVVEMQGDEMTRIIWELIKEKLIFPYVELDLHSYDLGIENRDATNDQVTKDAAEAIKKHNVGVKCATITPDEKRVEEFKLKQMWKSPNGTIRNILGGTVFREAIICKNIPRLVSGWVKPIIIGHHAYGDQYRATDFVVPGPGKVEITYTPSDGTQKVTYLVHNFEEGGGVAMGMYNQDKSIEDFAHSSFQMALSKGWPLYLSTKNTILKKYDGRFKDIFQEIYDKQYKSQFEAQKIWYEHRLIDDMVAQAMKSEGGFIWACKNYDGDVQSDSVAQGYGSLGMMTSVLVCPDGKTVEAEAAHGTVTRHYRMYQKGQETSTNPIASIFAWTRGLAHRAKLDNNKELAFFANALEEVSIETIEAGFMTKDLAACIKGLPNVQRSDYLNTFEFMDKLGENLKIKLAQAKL
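IDH1-R132H (0.5 ug/mL dispensed) in pH 7.5 Tris buffer was preincubated 30 min with compound, then given a substrate mix of 0.016 mM NADPH and 2 mM alpha-KG for 80 min at room temperature; remaining NADPH was read by diaphorase/resazurin fluorescence.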
TrxR1 substrate: substrates of rat thioredoxin reductase 1; AID 588456; O89049; Potency, µM (titrated, usually from 114 µM), for inactives: at the top dose activity change, negative = substrate turnover; purified TrxR1 substrate turnover, NADPH consumption readout; actives 0.01% (n = 390,000); further: potency means the concentration at half of the fitted maximal effect; on the % scale 0 is the no-effect control and ±100 the full control effect; nearly all actives have a fitted effect of over 50% in size
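Rat TrxR1, dispensed at 90 nM, was prereduced with 400 uM NADPH (final) for 5 min at ~22 deg C, then incubated with compound 15 min before 400 uM selenite. A first-read NADPH fluorescence drop versus no-compound background flagged substrates.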
USP1-UAF1 inh: USP1/UAF1 (human) deubiquitinase inhibition; O94782; recombinant USP1/UAF1, Ub-Rhodamine cleavage fluorescence; Potency, µM (series often up to 57.1 µM), for the others: at the highest dose activity change, negative = inhibition, most hits filed as inhibitors; actives 0.23% (n = 390,000); further: potency means the concentration at half of the fitted maximal effect; on the % scale 0 is the no-effect control and ±100 the full control effect; nearly all actives have a fitted effect of over 60% in size; inactives centre near -12
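1 nM enzyme complex + cpd, 15 min RT; start with Ub-Rho 150nM final; kinetic fluorescence ex 480/em 540, 6 reads q60 s. Buffer 50mM HEPES pH 7.8, 0.5mM EDTA, 0.1 mg/ml BSA, 1mM TCEP, 0.01% Tween-20.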
HP1b binding inh: blocks HP1-beta chromodomain binding to methylated histone tails. actives 0.56% (n = 390,000). P83916. Potency, µM (series often up to 114 µM), for inactives: at the top dose activity change, negative = inhibition, hits mostly inhibitors. AlphaScreen HP1-beta / biotin-H3K9me3 peptide binding. AID 540317; further: potency means the concentration at half of the fitted maximal effect; nearly all actives have a fitted effect of over 70% in size; inactives centre near 23
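HP1-beta protein (50 nM final) preincubated 30 min at room temperature with biotinylated H3(1-18)K9me3 peptide (50 nM) in PBS pH 7.4, 0.01% Tween-20, then compound added for 30 min. AlphaScreen streptavidin donor/nickel chelate acceptor beads (10 ug/mL final), 30 min dark, luminescence read.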
An asterisk follows results filed as active; i = inactive; u = inconclusive; x = not tested or not shown; & = joins results of further samples; [ ] = another dose, or the depositor's remark. Unless noted, the call rests on the fitted dose curve; in most records, active means well fitted curve in the direction sought with a large enough effect; inconclusive means small, poorly fitted or top-dose-only effect, or another doubt; inactive means no such curve, though single readings can be large; an effect the other way counts as inactive or inconclusive. A portion of the library; rates above refer to the full screens.

Results follow in this order: Pin1 inh | rTrxR1 inhibitor | TrxR1 substrate | PI4K2A block | mIDH1 inhibitor | Tb PGK inh | GLS inhibitor | USP1-UAF1 inh | HP1b binding inh
> CCOCCn1c(=NC(=O)c2cc3ccccc3oc2=O)sc2cc(S(N)(=O)=O)ccc21
  2% | 1% | 11% | -2 | -3% | -1% | 5% | -7% | 19%
> COc1ccc(C(=O)Nc2cc(=O)[nH]c3ncnn23)cc1
  3% | 19%[57.1 µM] | 7%[57.1 µM] | -2 | -1% | i | 0% | -23% | 50%[activator]
> O=C(CSc1n[nH]c(-c2cccs2)n1)NCCc1ccccc1
  8% | 0% | -8%[57.1 µM] | 0 | 8% | -1% | -10% | -19% | 29%
> O=C(CC1CCCCC1)N1CCC(c2nc(-c3ccc(S(=O)(=O)N4CCCC4)cc3)no2)CC1
  8% | 28% | 8% | -4 | 7% | x | -1% | -22% | 21%
> COc1ccc(/C=N\Nc2ncc(F)c(N3CCOCC3)n2)cc1OC
  -2% | -8%[57.1 µM] | 0%[57.1 µM] | 2 | -1% | 2% | -27% | 2% | 24%
> C=CCn1c(N)cc(=O)nc1SCC(=O)NC(C)c1ccccc1 (centres undefined)
  -10% | 8%[57.1 µM] | 4%[57.1 µM] | 1 | 2% | 0% | 0% | -3% | 21%
> NS(=O)(=O)c1ccc2nc(NC(=O)CS(=O)(=O)c3ccccc3)sc2c1
  12% | u | -17% | 3 | -2% | -2% | 18% | -12% | 41%[activator]
> CC(=O)NCCNC(=O)c1ccc2c(c1)S(=O)(=O)c1ccccc1C2=O
  -4% | 31% | 4% | 17 | -2% | 1% | -9% | -11% | 7%
> COc1ccccc1N1CCN(C(=O)CN(c2ccc(C)c(C)c2)S(C)(=O)=O)CC1
  1% | 14%[0.457 µM] | 6% | -2 | 2% | 1% | 8% | -22% | 28%
> O=C(COc1ccccc1Br)NC1CC1
  -12% | 35% | 6% | -4 | 10% | i | -3% | -20% | 37%
> CC1(c2ccc3noc(-c4cccc(F)c4)c3c2)OCCO1
  2% | 8%[57.1 µM] | 6%[57.1 µM] | 2 | -1% | i | 2% | -19% | 15%
> O=C(COC(=O)C12CC3CC(CC(O)(C3)C1)C2)Nc1ccc(Br)cc1F
  1% | 10% | 0% | -1 | 9% | -3% | -8% | -26% | 28%
> COc1cccc(NC(=O)CN(C)C(=O)c2ccc(Cl)c(S(=O)(=O)N3CCCCCC3)c2)c1
  5% | 2% | -12% | 0 | 1% | -1% | -1% | 1% | -1%
> COc1ccc(C(C2C(=O)CC(C)(C)CC2=O)C2C(=O)CC(C)(C)CC2=O)cc1CO
  -2% | 8.9µM* | -4% | -7 | -5% | 11% | 6% | 0% | 54%[activator]
> O=C1CCCc2nc(N3CCN(C(=O)c4ccco4)CC3)ncc21
  0% | u | 2% | 4 | 1% | -10% | 0% | -12% | 62%[activator]
> CCCCCOC(=O)CC(C(=O)OCCCCC)N1CCCCC1 (centres undefined)
  10% | -15% | -13% | 10 | 7% | 1% | 10% | -4% | 114%[activator]
> CCCOc1ccc(Nc2cc(C)nc(C)n2)cc1
  -7% | 25% | 6% | -2 | 15% | -12% | 21% | -16% | 42%[activator]
> CN1CCN(S(=O)(=O)c2ccc(N(C)Cc3cccc(F)c3)nc2)CC1
  -4% | -3% | 0% | 0 | 5% | i | 0% | -14% | 27%
> O=C(c1ccccc1)C(O)(Cc1ccccc1)c1ccccc1 (centres undefined)
  13% | 20%[57.1 µM] | -20%[57.1 µM] | 0 | 5% | -5% | -10% | -23% | 113%[activator]
> CC(=O)Nc1cccc(NC(=O)c2cc(-c3cccnc3)nc3ccc(Br)cc23)c1
  20% | -5% | -12% | -1 | -3% | i | -5% | -8% | -2%
> CC(=O)NS(=O)(=O)c1ccc(NC(=O)c2ccc3c(c2)OCO3)cc1
  1% | 15% | 1% | -3 | 1% | i | 1% | -22% | 21%
> O=C(NCCn1ccc2ccccc21)c1ccc2c(c1)OCO2
  -18% | 17%[57.1 µM] | 6%[57.1 µM] | -7 | -2% | -5% | 18% | -13% | 19%
> CN(C)C(=O)c1ccc(NC(=O)c2ccc(-c3ccc(Cl)cc3)o2)cc1
  7% | u | -6% | -2 | 3% | 0% | 1% | -14% | 8%
> COc1ccc(C)cc1S(=O)(=O)NC1CCCCC1C (centres undefined)
  -2% | 1% | -6% | 2 | 1% | -6% | 2% | -19% | u
> CC(=O)c1ccc(OCc2ncc(C(F)(F)F)cc2Cl)cc1
  -3% | 5% | 9%[57.1 µM] | 0 | 2% | -8% | 1% | -9% | 28%
> O=c1cc[nH]c2cc(Cl)ccc12
  1% | -11%[57.1 µM] | 1%[57.1 µM] | -3 | 25% | -9% | 2% | -31% | 28%
> CCOC(=O)c1ccc(NC(=O)Nc2ccc(OC)c(OC)c2)cc1
  4% | 10% | -3% | 0 | 4% | i | 22% | -18% | 33%
> O=C(NCc1ccc(Cl)cc1)N1CCN(Cc2ccccc2)CC1
  -1% | 25% | 0% | 2 | -1% | 0% | 1% | 6% | 23%
> CC1=C(OC(=O)c2ccccc2)C(C)(C)C(c2ccc(Br)cc2)OC1=O (centres undefined)
  -2% | 15%[57.1 µM] | 12%[57.1 µM] | -4 | 3% | -7% | 11% | -25% | 27%
> CCCN(CCC)CCNC(=O)c1cn(C)c(=O)c2c1c1ccccc1n2C
  -2% | u | 37%[activator] | 1 | 7% | -1% | u | -17% | 21%

An excerpt of these results, tab-delimited.
structure	Pin1 inh	rTrxR1 inhibitor	TrxR1 substrate	PI4K2A block	mIDH1 inhibitor	Tb PGK inh	GLS inhibitor	USP1-UAF1 inh	HP1b binding inh
CC(=O)NS(=O)(=O)c1ccc(NC(=O)c2ccc3c(c2)OCO3)cc1	1%	15%	1%	-3	1%	i	1%	-22%	21%
O=C(NCCn1ccc2ccccc21)c1ccc2c(c1)OCO2	-18%	17%[57.1 µM]	6%[57.1 µM]	-7	-2%	-5%	18%	-13%	19%

Entries listed so far that bear a hit mark in rTrxR1 inhibitor:
Results follow in this order: Pin1 inh | rTrxR1 inhibitor | TrxR1 substrate | PI4K2A block | mIDH1 inhibitor | Tb PGK inh | GLS inhibitor | USP1-UAF1 inh | HP1b binding inh
> COc1ccc(C(C2C(=O)CC(C)(C)CC2=O)C2C(=O)CC(C)(C)CC2=O)cc1CO
  -2% | 8.9µM* | -4% | -7 | -5% | 11% | 6% | 0% | 54%[activator]

The list goes on:
Results follow in this order: Pin1 inh | rTrxR1 inhibitor | TrxR1 substrate | PI4K2A block | mIDH1 inhibitor | Tb PGK inh | GLS inhibitor | USP1-UAF1 inh | HP1b binding inh
> Cc1ccc(Cl)cc1N1CCN(Cc2cc(=O)n3ccsc3n2)CC1
  -10% | 11%[57.1 µM] | -4%[57.1 µM] | -4 | -6% | i | -1% | -14% | -7%
> CCOC(=O)CN(C(=O)COc1nc(-c2ccccc2)cc(C)c1C#N)c1ccc(C)cc1
  6% | 63%[activator] | 49%[activator] | -2 | 4% | -15% | -1% | -22% | 36%
> COc1ccc(S(=O)(=O)N2CCOCC2)cc1NC(=O)COC(=O)CC1CC2CCC1C2 (centres undefined)
  -1% | -7%[2.29 µM] | -1%[2.29 µM] | -5 | -2% | -7% | -3% | -21% | 7%[57 µM]
> O=C(Nc1ccc(-c2nc3ccccc3[nH]2)cc1)c1ccco1
  7%&-2% | -11%&22% | 15%&3% | -7 | 4% | -8% | 6% | 4% | 16%&11%
> CC1(C)OC(=O)C2(Cc3ccc(Cl)cc3N3CCCCC32)C(=O)O1 (centres undefined)
  -1% | 2% | 2% | x | x | x | x | x | 17%[57 µM]
> Cn1c(SCC(=O)c2ccc3c(c2)OCCO3)nnc1C(F)(F)F
  18% | 1% | 1% | -1 | 18% | -1% | -1% | -2% | 25%
> CC12CCC(=O)C=C1CCCC2=O (centres undefined)
  -11% | -9% | -9% | 1 | -11% | 11% | -6% | -10% | 4%
> CC(C)Cn1c(-c2cccnc2)nc2c1c(=O)[nH]c(=O)n2CC(C)C
  4% | 15% | 9% | -1 | 15% | 6% | 9% | -11% | 21%
> COc1ccc(-n2ncc3c(NCc4cccnc4)ncnc32)cc1
  -12% | 9% | 11% | -11 | 3% | i | -6% | -21% | 58%[activator]
> CCOc1ccc(N2CC(C(=O)NCc3ccccc3)CC2=O)cc1 (centres undefined)
  -3% | -5% | -7% | 4 | -2% | -1% | 2% | -4% | 30%
> CC1(C)CC(=O)C2=C(C1)N(Cc1ccco1)C(=O)C2(O)C(F)(F)F (centres undefined)
  0% | u | 0% | 5 | 4% | -6% | -12% | -11% | 23%

Retrieved by compound from the list above (2):
Results follow in this order: Pin1 inh | rTrxR1 inhibitor | TrxR1 substrate | PI4K2A block | mIDH1 inhibitor | Tb PGK inh | GLS inhibitor | USP1-UAF1 inh | HP1b binding inh
> Cn1c(SCC(=O)c2ccc3c(c2)OCCO3)nnc1C(F)(F)F
  18% | 1% | 1% | -1 | 18% | -1% | -1% | -2% | 25%
> Cc1ccc(Cl)cc1N1CCN(Cc2cc(=O)n3ccsc3n2)CC1
  -10% | 11%[57.1 µM] | -4%[57.1 µM] | -4 | -6% | i | -1% | -14% | -7%
